# Assay outcomes deposited in PubChem by several laboratories.
# NPY2 pot ag: human NPY-Y2 potentiation or agonism, primary screen. P49146. cells expressing NPY-Y2, potentiator/agonist read-out. activation, % at 3.6 µM. actives 0.45% (n = 220,000); in the data active means activation above about 27%;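 further: cells stimulated with NPY near EC25 plus isoproterenol at EC100; 0% = vehicle plus submaximal agonist and 100% = vehicle plus saturating agonist; some results beyond the cut were filed as inactive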
# BaF3 tox: reduces parental Ba/F3 cell viability, JAK2V617F counter-screen. CellTiter-Glo ATP luminescence. inhibition, % at 5.6 µM. actives 1.1% (n = 220,000);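 active means inhibition above a per-campaign cutoff, the mean inhibition of all tested compounds plus 3 SD, cut at about 27% in these data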;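 further: 0% = DMSO wells and 100% = JAK Inhibitor I control wells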
# Wee1 degr inh: inhibitors of human Wee1 degradation | HeLa Luc-Wee1K328M stability, luciferase luminescence; 100% = proteasome inhibitor MG132 effect | P30291 | reporter increase, % at 5 µM | actives 1.2% (n = 220,000) | AID 1321;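 active means activation above the mean of all tested compounds plus 3 SD, set per screening run, cut at about 8.8% in these data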;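 further: cells exposed to compound for 20 h before luminescence read; 0% = DMSO alone and 100% = MG132 at 30 µM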
# Mdm2 ligase inh: Mdm2 E3 ligase (human) inhibition. cell-based MDM2 ubiquitination luciferase reporter, 2 h; 0 = plate control, 100 = twice control, blank-subtracted. actives 0.11% (n = 210,000). AID 1230. signal enhancement, % at 5 µM;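 active means signal enhancement of 30% or more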;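 further: luminescence tracks abundance of the self-degrading MDM2-luciferase fusion protein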
#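 System: stable MDM2–luciferase fusion reporter cells / Input: 2000 cells seeded into each well / Schedule: 4 h settle plus 2 h compound, 37 °C / Compound: single-point 5 µM / Buffer or medium: cells held in DMEM / Benchmarks: control and blank well means / Evaluation: percent signal gain over controls, blank-subtracted / Measured by: luciferase luminescence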
# PERK inh: human PERK inhibition, primary cell-based screen; AID 1416; Q9NZJ5; actives 0.17% (n = 220,000); inhibition, % at 5.6 µM; CHO PERK-DD fusion, SEAP luminescence translation reporter;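 active means inhibition above the mean inhibition of all tested compounds plus 3 SD, set separately per screening campaign, cut at about 2.9% in these data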;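 further: PERK kinase domain activated by AP20187 dimerizer at 100 nM; 0% = DMSO with dimerizer and 100% = rapamycin at 8.4 µM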
# Target sequence (Q9NZJ5 whole entry, looked up, the tested form may be a part): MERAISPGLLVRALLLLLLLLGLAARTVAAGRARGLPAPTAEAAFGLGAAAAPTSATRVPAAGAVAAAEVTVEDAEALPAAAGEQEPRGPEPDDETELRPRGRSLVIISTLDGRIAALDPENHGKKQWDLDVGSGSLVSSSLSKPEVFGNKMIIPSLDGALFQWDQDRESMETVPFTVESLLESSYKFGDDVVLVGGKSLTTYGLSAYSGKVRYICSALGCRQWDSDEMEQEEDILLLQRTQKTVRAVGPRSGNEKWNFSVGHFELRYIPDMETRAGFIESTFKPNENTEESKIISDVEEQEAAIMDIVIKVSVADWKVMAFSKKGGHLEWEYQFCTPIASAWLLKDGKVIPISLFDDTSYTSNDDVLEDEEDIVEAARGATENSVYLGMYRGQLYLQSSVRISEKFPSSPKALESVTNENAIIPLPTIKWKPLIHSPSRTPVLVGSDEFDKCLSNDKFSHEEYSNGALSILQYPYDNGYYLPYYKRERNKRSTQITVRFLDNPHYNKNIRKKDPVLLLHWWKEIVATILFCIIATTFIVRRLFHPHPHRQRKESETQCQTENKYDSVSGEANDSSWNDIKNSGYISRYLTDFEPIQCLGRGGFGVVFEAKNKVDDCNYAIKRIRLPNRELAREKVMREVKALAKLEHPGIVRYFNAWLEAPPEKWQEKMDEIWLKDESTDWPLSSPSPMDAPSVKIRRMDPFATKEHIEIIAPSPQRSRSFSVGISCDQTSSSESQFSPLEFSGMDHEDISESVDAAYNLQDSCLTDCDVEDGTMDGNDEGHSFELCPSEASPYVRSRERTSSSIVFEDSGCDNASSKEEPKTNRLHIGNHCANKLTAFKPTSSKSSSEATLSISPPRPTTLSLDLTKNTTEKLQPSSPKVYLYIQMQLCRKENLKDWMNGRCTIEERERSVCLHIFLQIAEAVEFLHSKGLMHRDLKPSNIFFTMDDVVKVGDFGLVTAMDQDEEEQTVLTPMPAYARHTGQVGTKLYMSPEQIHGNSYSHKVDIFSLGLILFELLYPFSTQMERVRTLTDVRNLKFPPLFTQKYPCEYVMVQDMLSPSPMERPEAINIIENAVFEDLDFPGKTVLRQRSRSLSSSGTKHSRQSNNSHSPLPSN
# S1P4 antag: human S1P4 receptor antagonism | inhibition, % at 4.98 µM | S1P4-expressing cells, antagonist mode, reporter read-out | AID 1510 | O95977 | actives 0.26% (n = 220,000); in the data active means inhibition above about 29%;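 further: 0% = wells stimulated with agonist and 100% = vehicle wells without agonist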
# Ba/F3 V617F tox: reduce viability of Ba/F3 cells dependent on JAK2V617F. Ba/F3 EpoR-JAK2V617F viability, ATP luminescence. inhibition, % at 5.6 µM. actives 1.1% (n = 220,000). AID 1446;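 active means inhibition above the campaign mean plus 3 SD over all tested compounds, cut at about 24% in these data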;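 further: cytokine-independent growth of Ba/F3 cells driven by EpoR plus mutant JAK2; 0% = DMSO-treated cells and 100% = JAK inhibitor I control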
# eIF4E-4G inh: blocks eIF4E binding to eIF4G; TR-FRET eIF4E-eIF4GI(517-606) binding, 2 h; actives 0.37% (n = 220,000); P63073+Q04637; inhibition, % at 21.7 µM; AID 782;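 active means inhibition above about 30%, limit read from the data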;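 further: 0% = full FRET control wells and 100% = background wells lacking eIF4GI fragment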
# S1P4 ag: activates the human S1P4 receptor; O95977; S1P4-expressing cell line, agonist reporter assay; activation, % at 4.98 µM; actives 0.35% (n = 220,000); AID 1509; in the data active means activation above about 11%;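 further: 0% = DMSO vehicle and 100% = reference agonist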
# * marks the source's active call; other numbers are inactive results; · = no result given; [ ] = remark or other dose. Hits appear at their usual frequency; about 4.1% have a hit in one of these screens.
SMILES,NPY2 pot ag,BaF3 tox,Wee1 degr inh,Mdm2 ligase inh,PERK inh,S1P4 antag,Ba/F3 V617F tox,eIF4E-4G inh,S1P4 ag
O=C(O)c1ccc(/C=N/Nc2nc(N3CCCCC3)nc(N3CCCCC3)n2)cc1,-12,-5,-3,8,0.3,1,-1,-6,0.5
CN(c1ccccc1)S(=O)(=O)c1cccc(NC(=O)c2cc3ccccc3oc2=O)c1,3,0,0,·,0.4,-6,-5,-6,-1.0
Cn1c(C(=O)N2CCCc3ccccc32)cc2sccc21,-8,3,-1,-10,-0.3,-10,-1,2,1.5
S=c1[nH]nc2c3c4c(sc3ncn12)CCCC4,9,5,3,-9,0.8,6,-2,14,0.0
COc1cccc(C(=O)NNC(=O)C(=O)N2CCCCC2)c1,8,4,-1,0,0.4,-11,-1,1,1.9
O=C(Cn1cnc2ccccc21)NC(c1ccccc1)c1ccccc1,18,2,-1,13,-0.2,1,0,-3,0.9
N#Cc1nc(COc2ccc(Br)cc2)oc1NCCN1CCOCC1,-1,4,-1,-25,0.4,-7,-1,1[fluorescence artefact?],0.7
CCCCOC(=O)Cn1c(=N)n(CCN(CC)CC)c2ccccc21,-14,4,-1,-7,-0.5,-7,-2,-9[fluorescence artefact?],2.5
CCn1c(SCC(=O)N/N=C(\C)c2ccncc2)nnc1-c1ccccc1,-3,10,3,-8,0.3,-17,3,-5,1.2
CSC1=C(C#N)C(c2ccccc2Cl)C2=C(N1)c1ccccc1C2=O (centres undefined),-12,5,-2,-19,0.9,5,-4,0[fluorescence artefact?],-1.0
CC(C)C(C(=O)O)N1C(=O)/C(=C/c2cccn2C)SC1=S (centres undefined),-26,3,-3,4,1.0,-19,-2,13,-0.1
CC(O)CNC(=S)Nc1ccccc1 (centres undefined),0,3,0,-36,0.0,-19,1,1,1.6
COc1ccc(NC(=O)NCc2cccn2C)c(OC)c1,-5,5,-2,-16,0.6,-12,5,0,2.0
COc1cccc(C(=O)NC(=S)Nc2ccc3c4c(cccc24)CC3)c1,-12,3,-2,-29,0.5,-17,1,-4[fluorescence artefact?],2.5
Cc1nc(C)c(C(=O)Nc2ccc(Oc3ccccc3)cc2)o1,-2,9,0,-15,0.5,-11,5,-3,-1.9
CN(C)c1ccnc2sc(C(=O)c3ccccc3)c(N)c12,-3,10,0,-8,-0.1,-8,6,-12[fluorescence artefact?],0.1
CCn1c(CSCc2ccc(C)cc2)nnc1SCC(=O)N1CCN(c2ccccc2)CC1,1,3,0,-21,-1.9,16,-2,7,-3.1
COc1ccc(CCNC(=O)CN(C2CCCCC2)S(C)(=O)=O)cc1,8,3,3,-2,-0.4,2,-2,-5,-0.7
CC1(C)CN(c2cccc(C#N)c2)C1=O,-2,5,-1,-9,0.2,-6,4,0,2.5
C(=N\n1cnnc1)/c1ccc2c(c1)OCO2,-16,11,-1,-32,0.0,31*,7,3,-2.0
Cc1cc(C)n(C(=O)CCC2COc3ccccc3O2)n1 (centres undefined),-11,3,-2,-4,0.5,7,-1,-6,-1.3
COc1ccc(N(CC(=O)N2CCCCC2)S(=O)(=O)c2ccccc2)c(OC)c1,-8,8,-3,11,-1.2,-20,6,-4,-2.6
Cc1ccc(-c2nn(CCC(=O)Nc3cccnc3)c(=O)c3ccccc23)cc1,10,-2,-3,-17,0.6,-4,-1,0,-0.5
COc1ccc(N2CCN(C(=O)c3ccc(OCc4c(C)noc4C)c(OC)c3)CC2)cc1,7,1,0,-17,-0.6,-11,1,5,-0.3

# The closing three records of the part before come first, to join the parts:
SMILES,NPY2 pot ag,BaF3 tox,Wee1 degr inh,Mdm2 ligase inh,PERK inh,S1P4 antag,Ba/F3 V617F tox,eIF4E-4G inh,S1P4 ag
COc1ccc(N(CC(=O)N2CCCCC2)S(=O)(=O)c2ccccc2)c(OC)c1,-8,8,-3,11,-1.2,-20,6,-4,-2.6
Cc1ccc(-c2nn(CCC(=O)Nc3cccnc3)c(=O)c3ccccc23)cc1,10,-2,-3,-17,0.6,-4,-1,0,-0.5
COc1ccc(N2CCN(C(=O)c3ccc(OCc4c(C)noc4C)c(OC)c3)CC2)cc1,7,1,0,-17,-0.6,-11,1,5,-0.3
O=C(Nc1cccc(S(=O)(=O)N2CCOCC2)c1)c1ccco1,-8,2,-3,-12,-0.1,1,-2,5,-5.0
Cc1cccc(N2CCN(C(=O)C3CCCN(S(=O)(=O)c4c(C)noc4C)C3)CC2)c1C (centres undefined),-5,6,-1,·,-0.5,6,2,·,4.6
Cc1ccc(S(=O)(=O)Nc2cc(C(C)C)c(O)cc2C)cc1,-7,1,3,-17,0.7,-15,-5,0,-1.6
Cc1ccc(NC(=O)c2cn(CCC#N)nc2-c2cccs2)c([N+](=O)[O-])c1,18,5,-1,-14,-0.5,-3,2,-5,-0.6
COc1cccc(COCCN2CCN(S(=O)(=O)c3ccc(C)cc3)CCC2=O)c1,-12,3,-2,·,-0.4,11,-2,-2,1.1
O=C(NCCCN1CCOCC1)c1ccc(-n2nc(C(F)(F)F)cc2-c2cccs2)cc1,-17,2,-1,-24,-0.8,1,3,-15[fluorescence artefact?],-0.2
CC(C)(C)OC(=O)N1CCC[C@H]1C(=O)N/N=C/c1ccc2ncccc2c1,-8,-6,1,-17,0.9,-5,3,-1,1.2
COc1ccc(CCNC(=O)CNC(=O)Cn2ccc3ccccc3c2=O)cc1OC,14,1,6,-12,0.6,3,-2,2,1.3
CCCC(=O)Nc1nnc(Cc2ccccc2)s1,-3,6,-3,-8,0.6,-10,1,7[fluorescence artefact?],1.4
Cc1ccccc1C(=O)Oc1ccccc1N1C(=O)C2CC=CCC2C1=O (centres undefined),-6,8,-3,2,-0.4,-16,0,3,0.2
Cc1cccn2cc(CNC(=O)c3ccco3)nc12,-9,9,0,-3,1.5,-10,1,-1,-0.8
CSc1nc(N2CCOCC2)c2ccccc2n1,6,-2,-2,0,0.3,-12,0,-2,-0.7
Nc1c(C(=O)c2cccs2)sc2nsc(SCCN3CCCCC3)c12,-18,2,-1,-20,0.5,10,0,-5,0.9
NC(=NCCc1ccccc1)NS(=O)(=O)c1ccc(F)cc1,11,8,0,-2,1.0,-1,2,2,-0.4
COc1cc(-c2cc(=O)c3ccccc3o2)ccc1O,-5,4,-1,3,0.8,9,6,4,0.2
CN1C(N)=NC(=O)/C1=C/c1ccccc1F,11,5,-2,8,0.7,-9,0,-1,1.2
COc1ccc(NC(=O)C2CC2)cc1NS(=O)(=O)c1ccc(F)cc1,-6,5,0,3,1.8,10,1,8,1.1
Cc1ccc(-n2ncc3c(=O)[nH]c(SCC(=O)N4CCN(c5ccccc5)CC4)nc32)cc1,4,5,-2,·,1.5,3,-3,-4[fluorescence artefact?],0.8
Cn1c(=O)cc(N2CCN(C(=O)c3ccco3)CC2)[nH]c1=O,-16,0,0,-18,1.8,4,0,-4,-1.2
Cc1ccccc1-n1c(CSC(=N)N)nc2ccccc2c1=O,-6,3,3,-4,0.8,15,1,0,-1.2
COc1ccc(CNc2ncnc3cc(Cl)ccc23)cc1OC,-12,4,-1,-14,-0.1,-1,1,1,-0.5
NC(=O)CSc1nnc(Cc2csc(Nc3ccc(F)cc3)n2)n1Cc1ccccc1,-6,0,-2,-18,0.6,-9,-2,2,1.3
CCOC(=O)c1sc2nc(SCC(=O)N(CC)CC)n(CCCN3CCCC3=O)c(=O)c2c1C,10,4,1,-11,0.1,-13,2,3,0.5
CCOC(=O)c1cc2c(ccn2C)n1CC(=O)N1CCC(Cc2ccccc2)CC1,-3,5,-1,-18,-1.0,-3,3,1,0.6
Cc1nc2cc(C(=O)N3CCc4ccccc43)ccc2n1-c1ccc(F)c(F)c1,-10,3,4,0,-0.2,-15,-1,0[fluorescence artefact?],-1.8
CN(c1ncc(C(F)(F)F)cc1Cl)n1cc(C(N)=O)c2ccccc2c1=O,-3,2,-2,-2,-0.4,0,2,4[fluorescence artefact?],2.9
CCC1S/C(=C(\C#N)C(=O)NCc2ccco2)N(c2ccc(F)cc2)C1=O (centres undefined),-5,33*,-1,-14,-1.1,-24,4,-2,1.8
O=C(N/N=C/c1cccs1)c1cccnc1,20,-3,-3,1,0.3,-11,-6,-3,1.9
Nc1ccccc1-c1nnn(CC(=O)N2CCCc3ccccc32)n1,4,0,4,-1,-0.4,-20,-3,5,-1.4
Cc1ccc(C(=O)O)cc1S(=O)(=O)N1CCC(C(=O)O)CC1,4,1,-2,4,1.8,7,-5,-3,-1.1
CSc1ccccc1C(=O)NCC(c1ccco1)N1CCCCC1 (centres undefined),-7,6,-1,7,-0.1,-8,-1,0,0.3
O=C(Cc1ccccc1)N/N=C/c1cc(Br)c(Br)o1,-23,10,-1,-4,1.8,-8,2,2,1.0
CN1C(=O)/C(=C/c2cn(CC(=O)N3CCCCC3)c3ccccc23)c2ccccc21,1,3,-1,-24,-1.8,-8,-1,7[fluorescence artefact?],-3.1
CC1CCc2nc(N)c(C#N)c(-c3cccn3C)c2C1 (centres undefined),4,9,1,14,-0.7,-10,0,1,1.8
Cc1ccc(S(=O)(=O)N2CCC(n3nnc4cc(C)ccc43)CC2)cc1,-15,4,2,-4,-0.3,-4,2,3,3.1
CC(C)N(Cc1nc(-c2ccccc2)no1)C(=O)COc1ccccc1,-22,3,1,3,-0.5,-10,0,62*,0.7
Cc1ccnc(NC(=O)CN(C)S(=O)(=O)c2cccc3nsnc23)c1,3,1,-1,-19,0.0,-12,3,2[fluorescence artefact?],2.2
COc1ccc(N2CCN(C(=O)c3cc(-c4cccs4)nc4ccccc34)CC2)cc1,2,0,-1,-4,-0.7,4,-3,2,0.0
Cn1nnnc1SCC(=O)Nc1ccc(N2CCOCC2)cc1,10,0,0,-9,1.8,3,-2,-2,-1.7
Cc1ccccc1NC(=O)COC(=O)c1cccnc1,2,9,-2,-17,0.5,-16,4,5,-1.3
COc1ccc(-c2nn(-c3ccccc3C)cc2CNC(C)c2cn(C)nc2C)cc1F (centres undefined),-7,7,-3,1,-0.5,-11,0,3,1.7
O=C(C(Sc1ccccc1)c1ccccc1)N1CCOCC1 (centres undefined),4,4,7,-14,-0.1,-1,2,5,-3.2
Cc1nnc(SCC(=O)c2ccccc2)n1Cc1ccccc1,10,1,1,-6,0.2,-5,-2,3,0.8
COc1cc2c(cc1NC(=O)c1cc(-c3ccncc3)nc3ccccc13)oc1ccccc12,-8,7,-2,-19,0.0,1,0,9[fluorescence artefact?],0.4
CCC1(C)CC(=O)N(c2ccc(C(=O)O)c(O)c2)C1=O (centres undefined),14,4,2,15,1.7,-7,0,-10,-0.6
Cc1cc(C(=O)Nc2c(C)cccc2C)n(-c2ccccc2)n1,-11,12,-1,-25,1.4,1,-1,-1,-1.8
NC(=O)CSc1nnc(SCc2ccc(F)cc2)s1,-5,4,2,-1,1.2,-9,-2,4,0.1
COc1ccc(C(=O)Nc2ccc(S(=O)(=O)NCc3ccco3)cc2)cc1OC,-2,1,0,-2,-0.1,-18,2,3,-1.1
CCOC(=O)c1c(C)[nH]c(C)c1C(=O)CN1C(=O)NC(CC(C)C)C1=O (centres undefined),5,2,9.4*,5,-0.6,-27,5,-6,2.9
CC(C)(C)CC(=O)NCCCCCCNC(=O)CC(C)(C)C,4,5,1,6,0.5,-6,1,11[fluorescence artefact?],1.3
